CYP2C9 inhib = human CYP2C9 inhibition; P11712; CYP2C9 Supersomes, luciferin-H conversion, luminescence; inhibition, % at 5 µM; 20% of 96,000 active; AID 777;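 active means blocking of liver enzyme CYP2C9 beyond about 50% at 5 µM, limit read from the data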; further: values of inactives mirror those of a sister screen read the other way
Target sequence (P11712 whole entry, looked up): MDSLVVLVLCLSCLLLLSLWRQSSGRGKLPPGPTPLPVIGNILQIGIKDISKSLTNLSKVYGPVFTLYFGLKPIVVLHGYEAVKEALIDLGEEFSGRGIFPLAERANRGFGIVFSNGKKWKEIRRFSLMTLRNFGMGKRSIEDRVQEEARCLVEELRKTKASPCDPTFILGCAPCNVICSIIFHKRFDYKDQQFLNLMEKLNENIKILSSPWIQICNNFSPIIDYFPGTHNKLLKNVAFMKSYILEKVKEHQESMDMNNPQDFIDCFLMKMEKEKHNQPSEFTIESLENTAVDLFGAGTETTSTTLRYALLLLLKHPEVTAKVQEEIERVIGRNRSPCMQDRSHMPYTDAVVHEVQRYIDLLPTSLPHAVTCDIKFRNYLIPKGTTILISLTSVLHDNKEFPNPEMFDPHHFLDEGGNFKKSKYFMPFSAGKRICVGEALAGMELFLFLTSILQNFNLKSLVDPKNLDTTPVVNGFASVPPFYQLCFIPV
TNFa cytotox = toxic to HUVEC cells under TNF alpha stimulation; 0.17% of 93,000 active; HUVEC TNFalpha-stimulated, Hoechst cell count, imaging; AID 848; cell count reduction, % at 2 µM;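 active means cell count reduction exceeding the screen mean by over 5 SD, scaled to untreated wells per plate, cut at about 78% in these data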;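 further: cells counted after 24 h of TNF alpha exposure following the 1 h pretreatment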
VCAM1 TNFa inh = reduces TNF alpha induced VCAM1 expression in HUVEC; HUVEC TNFa-induced VCAM-1 immunofluorescence, high-content imaging; inhibition, % at 2 µM; 0.48% of 95,000 active; AID 802;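 active means inhibition above the batch mean plus 3 SD, with images confirmed as a hit by eye, cut at about 37% in these data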;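 further: 0% = TNF-stimulated DMSO wells and 100% = unstimulated control wells; not every result past the cut was called active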
CYP2C19 inhib = human CYP2C19 inhibition | P33261 | CYP2C19 Supersomes, luciferin-H EGE luminescence, 30 min | inhibition, % at 5 µM | 21% of 96,000 active;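 active means CYP2C19 inhibition above a set limit at 5 µM in the primary screen, cut at about 50% in these data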;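 further: plate controls were negative control wells for no effect and 2.5 mM tranylcypromine positive control for full effect; values of inactives mirror those of a sister screen read the other way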
Target sequence (P33261 whole entry, looked up): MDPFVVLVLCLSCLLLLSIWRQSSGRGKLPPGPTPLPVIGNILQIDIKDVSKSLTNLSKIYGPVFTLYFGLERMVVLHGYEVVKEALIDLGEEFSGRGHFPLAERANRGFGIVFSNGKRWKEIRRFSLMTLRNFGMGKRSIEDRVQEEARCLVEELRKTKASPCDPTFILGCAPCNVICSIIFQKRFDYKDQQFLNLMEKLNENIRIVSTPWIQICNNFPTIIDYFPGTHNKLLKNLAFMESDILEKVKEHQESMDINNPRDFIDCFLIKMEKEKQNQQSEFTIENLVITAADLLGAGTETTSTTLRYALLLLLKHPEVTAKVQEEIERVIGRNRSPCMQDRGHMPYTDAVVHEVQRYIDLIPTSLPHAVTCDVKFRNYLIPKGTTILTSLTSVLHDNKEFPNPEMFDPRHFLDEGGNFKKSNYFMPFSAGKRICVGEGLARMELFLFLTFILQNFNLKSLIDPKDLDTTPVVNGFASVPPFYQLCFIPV
DAT uptake mod = human DAT dopamine uptake with cocaine, either direction; Q01959; LLC-PK1 hDAT cells, [14C]-dopamine uptake with cocaine IC80; actives deviate in either direction; B-score at 10 µM; 1.3% of 110,000 active; AID 449768;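 active means Z score or B-score, a plate-position-corrected score, falls beyond the plate's 99.7% confidence bounds, in either direction; inactive means both scores lie inside the 99.7% bounds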;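 further: scored against the spread of the other compound wells on the same plate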
HUVEC tox IL1B = toxic to HUVEC cells under IL-1B stimulation; cell count reduction, % at 2 µM; HUVEC cell count loss, Hoechst imaging, IL-1B stimulated; 0.41% of 94,000 active;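 active means cell count reduction more than 3 SD above the screen-wide mean, cut at about 70% in these data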;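 further: normalized per plate to untreated control cells as the no-loss baseline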
Calb biofilm kill = kills Candida albicans biofilms; inhibition, % at 6 µM; AID 834; C. albicans biofilm + clotrimazole, Alamar Blue; 0.14% of 85,000 active;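 active means inhibition above 20%; inactive means inhibition below 20%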;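 further: preformed 24 hr biofilms exposed to compound for 48 hr; 0% = biofilm without compound and 100% = blank killed by clotrimazole plus chlorhexidine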
CYP2C9 act = increases human cytochrome P450 2C9 activity. recombinant CYP2C9, luciferin-H conversion, luminescence; stronger effect = higher value; factor 1 = untreated enzyme, 0 = blocked. AID 1024. 1.4% of 96,000 active. activation factor at 5 µM;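 active means activation factor of 2 or more for CYP2C9 at a 5 µM dose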;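 further: 0 = sulfaphenazole-blocked wells and 1 = vehicle-only wells; values of inactives mirror those of a sister screen read the other way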
CYP2C19 act = activators of human cytochrome P450 2C19. activation factor at 5 µM. recombinant CYP2C19, luciferin-H EGE luminescence; stronger effect = higher value; 0 = fully inhibited enzyme, 1 = untreated enzyme. 96,000 tested, under 10 active;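 active means activation factor of at least 2 at 5 µM in the primary screen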;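 further: 0 = wells with 2.5 mM tranylcypromine and 1 = vehicle-only wells; values of inactives mirror those of a sister screen read the other way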
An asterisk follows results filed as active; x = not tested or not shown; & = joins results of further samples.

SMILES	CYP2C9 inhib	TNFa cytotox	VCAM1 TNFa inh	CYP2C19 inhib	DAT uptake mod	HUVEC tox IL1B	Calb biofilm kill	CYP2C9 act	CYP2C19 act
CCCn1c(N)c(C(=O)CSc2nnc(C)n2Cc2ccccc2)c(=O)n(C)c1=O	36	-4	6	21	1.2	-91	3	0.6	0.8
COCCNC(=O)C1CCCN(c2ncccn2)C1 (stereo unspecified)	2	-10	6	12	-0.59	-7	-1	1	0.9
O=C(CCc1ccccc1)Nc1ccc(NC(=O)c2ccco2)cc1	82*	-22	-12	71*	-0.29	-41	x	0.2	0.3
CCOC(=O)c1nc(N)c(C(=O)OCC)[nH]1	-8	-6	18	-10	-1.2	-15	6	1.1	1.1
Cc1c(-c2ccccc2)nc(N)c(C#N)c1-c1ccco1	45	-22	4	69*	-0.044	-25	5	0.5	0.3
O=C(NCC(c1cccs1)N1CCOCC1)c1ccc(Br)o1 (stereo unspecified)	26	-7	-11	24	-0.31	-75	8	0.7	0.8
CC1(C)C2CCC13CS(=O)(=O)NC3C2 (stereo unspecified)	x	-21	-23	x	-0.25	-1	7	x	x
CCCC(=O)C1=C(O)C(C(=O)OC)C(C)(C)CC1=Nc1ccc(N)cc1 (stereo unspecified)	42	-30	16	52*	-0.016	x	1	0.6	0.5
Cc1ccc(OCCNS(=O)(=O)c2ccc(N3CCCC3=O)cc2)cc1C	40	-7	-8	30	-0.54	x	5	0.6	0.7
O=C1C=C(c2ccc(Cl)cc2)C(=O)N1Nc1ccccc1	46	16	30	20	0.047	3	4	0.5	0.8
C=CCN(CC=C)C(=O)C1CCC(C(=O)N(CC=C)CC=C)CC1 (stereo unspecified)	10	-7	15	-1	0.011	-49	8	0.9	1
O=C1C=C(NC2CC2)C2(CCCCC2)O1	5	-30	25	6	-0.73	-28	10	0.9	0.9
O=C(CCC(=O)OCC(F)(F)C(F)F)NCc1ccccc1	5	2	-7	72*	0.57	5	0	1	0.3
O=S(=O)(c1ccc(NC2CCCCC2)cc1)N1CCOCC1	37	0	4	9	-0.002	-10	7	0.6	0.9
Cc1ccc(C(=O)N2CCN(c3cc4c(cc3[N+](=O)[O-])n(C)c(=O)n4C)CC2)cc1	36	-4	-5	0	1.8	-4	x	0.6	1
COc1ccc(Cl)cc1NC(=O)c1ccccc1C	x	-13	10	x	0.064	4	-1	x	x
CCN(CC(=O)NC(C)C)C(=O)c1ccc(S(=O)(=O)N(C)c2ccccc2OC)cc1	15	-35	7	8	-0.048	-3	8	0.9	0.9
Cn1cc(-c2nnnn2-c2cccc(C(F)(F)F)c2)c(C(F)(F)F)n1	42	-2	10	98*	-0.99	-36	x	0.6	0
O=C(OCC(=O)c1cccs1)c1ccccc1	46	x	x	47	1.2	x	4	0.5	0.5
CN(C#N)c1nc(N2CCOCC2)nc(N2CCOCC2)n1	x	4	17	x	0.063	-35	2	x	x
COc1cccc(-c2cc(C(=O)NCc3ccc(Cl)cc3)no2)c1	42	5	-3	25	-0.47	17	5	0.6	0.7
O=C(Nc1nc2ccccc2s1)C1CC(=O)N(c2ccc(F)cc2)C1 (stereo unspecified)	32	-3	6	8	1.1	-19	8	0.7	0.9
CC(=O)NC1=NN(C(C)=O)C(C)(CS(=O)(=O)c2ccc(Cl)cc2)S1 (stereo unspecified)	x	-3	-9	x	0.61	29	3	x	x
CCc1c(C#N)c(SCCC(=O)Nc2ccc(OC)cc2)nc2c1C(=O)CC(C)(C)C2	84*	-14	17	83*	0.08	13	x	0.2	0.2
CSc1nc2ccccc2n1CC(=O)Nc1c(C)n(C)n(-c2ccccc2)c1=O	1	2	5	2	-0.1	17	x	1	1
CCCC(CCC)n1[nH]c(=O)c2c(C)cc(C)nc21	-5	-30	0	-2	-0.32	-8	x	1.1	1
CCS(=O)(=O)N1CCC(NC(=O)C2CCCCC2)CC1	-6	-3	-7	-11	0.053	-2	0	1.1	1.1
CCOC(=O)N1CCC(N2Cc3cccc(C(=O)Nc4ccc(OC)c(OC)c4)c3C2=O)CC1	95*	-24	6	70*	-0.18&1.1	-1	7	0.1	0.3
COc1ccc(N(CC(=O)NC2CCCCC2)C(=O)CNC(=O)c2ccco2)c(OC)c1	x	-1	6	x	-0.44	-3	-2	x	x
NS(=O)(=O)c1ccc(CCNC(=O)C2CCN(S(=O)(=O)c3cnc[nH]3)CC2)cc1	40	-6	4	-7	0.14	-5	x	0.6	1.1
Nc1n[nH]c2c1C1(CCCCC1)Cc1ccccc1-2	33	x	x	58*	-0.72	x	4	0.7	0.4
O=C(CCN1C(=O)COc2ccccc21)NCCN1CCN(c2cccc(Cl)c2)CC1	2	16	-13	14	-0.45	4	-6	1	0.9
Cc1oc(/N=C/c2ccc(Cl)cc2)c(C#N)c1C	-7	0	-13	4	-0.2	-24	10	1.1	1
CCCN(CCC)C(=O)CSc1nc2ccsc2c(=O)n1NC(=O)c1ccccc1	66*	12	-3	-13	0.15	-22	4	0.3	1.1
Cc1ccc(S(=O)(=O)NC2(C(F)(F)F)C(=O)Nc3c2c(=O)n(C)c(=O)n3C)cc1 (stereo unspecified)	8	0	8	6	0.043	22	1	0.9	0.9
Cc1nc2ccccn2c1P(=O)(N1CCCCC1)N1CCCCC1	x	58	33	x	-1	-5	9	x	x
CN(CC(=O)NCCN1CCCCCC1)S(=O)(=O)c1cccc2nsnc12	3	-29	11	2	0.0075	-2	4	1	1
CN1CCCC(OC(=O)c2cc(Br)ccc2Cl)C1 (stereo unspecified)	-11	x	x	8	0.019	x	x	1.1	0.9
COc1cccc(OC)c1C(=O)NNC(=O)c1cccc(COc2ccc3c(c2)CCC3)c1	28	-17	1	57*	x	9	x	0.7	0.4
O=C(N/N=C/c1ccc[nH]1)c1cccnc1	-12	-4	1	-10	-1.1	-3	5	1.1	1.1
CCC(C)NC(=O)COc1ccc(S(=O)(=O)N2CCOCC2)cc1 (stereo unspecified)	6	-26	-4	-6	-1	11	2	0.9	1.1
CCN1CCCC1CNCc1cccc(OC)c1OCc1ccccc1F (stereo unspecified)	-4	-27	-4	-7	-0.59	4	x	1	1.1
CCCc1cc(=O)oc2cc(OCC(=O)Nc3ccc4c(c3)OCCO4)ccc12	24	8	10	-22	-0.0042	0	-4	0.8	1.2
COc1cc(S(=O)(=O)NCc2ccccn2)c(OC)cc1Cl	x	-12	28	x	0.098	-4	-2	x	x
CN(C)C(CNC(=O)C1CCCN(C(=O)c2ccc(Cl)cc2)C1)c1ccco1 (stereo unspecified)	29	9	-3	40	-0.46	-62	3	0.7	0.6
COc1ccccc1OCC(=O)NCC1CCCCC1	-11	3	6	95*	0.18	94*	7	1.1	0.1
COc1cc(C2SCC(=O)N2CCCN(C)C)cc(OC)c1OC (stereo unspecified)	5	-22	11	-17	-1.3	-17	3	0.9	1.2
O=C(N/N=C/c1c[nH]c2ccc(Br)cc12)c1ccn(Cc2ccc(Cl)cc2Cl)n1	35	-26	-31	14	-0.57	-4	x	0.7	0.9
Cn1c(/C(C#N)=C(\O)c2ccc(S(=O)(=O)N3CCCCC3)cc2)nc2ccccc21	45	2	-12	8	x	3	x	0.6	0.9
Cc1ccccc1N1C(S)=C(C#N)C(=O)NC1c1cccs1 (stereo unspecified)	20	-18	-16	-4	-0.035	-6	x	0.8	1
The listing continues:
SMILES	CYP2C9 inhib	TNFa cytotox	VCAM1 TNFa inh	CYP2C19 inhib	DAT uptake mod	HUVEC tox IL1B	Calb biofilm kill	CYP2C9 act	CYP2C19 act
CCCOn1c(OCC(C)C)nc2ccccc2c1=O	11	-22	4	12	-1.5	12	8	0.9	0.9
COc1ccc(Oc2nc3c(c(=O)n(C)c(=O)n3C)n2Cc2cccc(OC)c2)cc1	-6	-11	12	0	-0.72	x	5	1.1	1
Cc1ccccc1N1CCN(Cc2cccc(C(=O)O)c2)CC1	-18	x	x	-19	-0.033	-11	6	1.2	1.2
CCn1c(SCC(=O)N2CCCc3ccccc32)nnc1-c1ccco1	-7	x	x	71*	1.1	x	4	1.1	0.3
CCOC(=O)C(NCc1ccccc1OC)(NC(C)=O)C(F)(F)F (stereo unspecified)	-12	2	6	3	0.72	-28	-3	1.1	1
CCOc1cc(C(=O)Nc2ccc3c(c2)OCO3)ccc1OCCOc1ccccc1Cl	10	-10	-24	0	1.1	18	x	0.9	1
O=C(OCc1cc(=O)n2c(n1)sc1ccccc12)c1ccc2c(=O)n3c(nc2c1)CCC3	76*	x	x	29	-0.42	x	7	0.2	0.7
CN(C)S(=O)(=O)c1cccc(-c2cn3cc(Cl)ccc3n2)c1	22	-21	10	10	0.041	-3	x	0.8	0.9
c1cn2cc(CN3CCOCC3)nc2s1	-2	-11	-13	-8	-0.26	15	7	1	1.1
Cc1cccc(C)c1OCc1nnc(SCC(=O)Nc2nccs2)n1-c1ccccc1	-3	-11	-24	-14	-0.13	-32	3	1	1.1
CC(=O)Nc1ccc(NC(=O)C(C)OC(=O)CCC(=O)c2ccc(F)cc2)cc1 (stereo unspecified)	69*	-70	-34	72*	-0.29	5	x	0.3	0.3
CC(=O)Oc1cc(OC(C)=O)c2c(C)cc(=O)oc2c1	-9	-17	16	4	0.022	22	5	1.1	1
Cc1ccc(CNC(=O)C2(NC(=O)Nc3ccc(C)cc3)CCCCC2)cc1	54*	-7	5	46	0.025	-52	x	0.5	0.5
O=C(N/C(=C/c1ccc(Br)cc1)c1nc2ccccc2[nH]1)c1ccco1	31	-4	1	39	-0.36	-2	x	0.7	0.6
N#CCC(=N)N1CCN(c2ccc(Cl)cc2)CC1	18	-33	20	14	-0.67	-9	x	0.8	0.9
C=CCSc1nnc(-c2cc3c(-c4ccccc4)nn(C)c3s2)n1C	33	-20	-2	55*	1.2	-22	x	0.7	0.5
CCN(CC)c1nc(=S)nc(NC(C)(C)C)[nH]1	5	4	14	-2	0.0018	4	x	0.9	1
Cc1cc(NC(=O)c2c(-c3ccccc3Cl)noc2C)no1	31	-39	-7	15	-0.26	-32	x	0.7	0.8
CCN(CC)S(=O)(=O)c1ccc(S(=O)(=O)N2CCN(CCC#N)CC2)cc1	-2	x	x	-10	-0.99	x	4	1	1.1
CCCc1[nH]nc2c1C(c1ccc(OC(=O)N3CCOCC3)c(OC)c1)C(C#N)=C(N)O2 (stereo unspecified)	4	-50	8	2	1.7	-91	3	1	1
O=S(=O)(c1ccc(F)c(Cl)c1)N1CCCC1	-5	-7	1	54*	-0.79	-20	6	1	0.5
CC(C)COc1cccc(C(=O)Nc2ccc(S(=O)(=O)N3CCOCC3)cc2)c1	47	0	-3	10	0.036	23	2	0.5	0.9
C=CCc1ccccc1OCC(O)CN1CCN(c2ccccc2OC)CC1 (stereo unspecified)	-33	-49	0	44	-0.71	-74	5	1.3	0.6
COc1ccc(NC(=O)c2cc3c(s2)CCC3)cc1S(=O)(=O)N1CCOCC1	19	-27	11	3	0.71	3	x	0.8	1
Cc1c(C(=O)NCc2cccs2)oc2ccc(S(=O)(=O)N3CCOCC3)cc12	11	x	x	0	-1.1	x	5	0.9	1
O=C(CCn1c(=S)[nH]c2ccccc2c1=O)NCC1CCCO1 (stereo unspecified)	-20	5	-39	4	0.4	6	8	1.2	1
Cc1ccc(C(C)C)c(OCc2ccc(-c3nnco3)cc2)c1	40	-18	14	86*	-0.038	11	6	0.6	0.1
